Dyrk1A ADPGlo: Dyrk1A (rat) kinase inhibition; Q63470; ADP-Glo luminescence, NFATc1 peptide; inhibition, % at 12.5 µM; hit rate 0.43% among 310,000; AID 504441; in the data active means inhibition above about 50%;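 further: plate controls were vehicle with enzyme for no effect and no enzyme for full effect; many of its hits are not listed in these tables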
KLF5 inh: inhibitors of KLF5 expression; DLD-1 KLF5 promoter-luciferase reporter, luminescence; inhibition, % at 5 µM; hit rate 0.23% among 290,000; AID 1700;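 active means inhibition above a per-plate limit of that plate's mean compound inhibition plus 3 SD, cut at about 60% in these data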;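 further: 0% = DMSO wells and 100% = LY294002 at 200 µM; higher means less KLF5 promoter-driven luciferase light; inactives centre near -14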
Platelet DG rel: modulates dense granule release in human platelets; human platelet-rich plasma, SFLLRN dense granule ATP release, luminescence; inhibition, %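 (compounds screened at 7.5 µM in platelet-rich plasma)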; hit rate 0.22% among 300,000; AID 1663;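 active means mean replicate score, as percent of positive control, at or above 50; inconclusive means mean below 50 but at least one replicate at or above 50; inactive means mean and every replicate below 50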
aSyn UTR inh: 5' untranslated region of α-synuclein, MLPCN primary screen. hit rate 0.82% among 300,000. alpha-synuclein 5'UTR reporter, inhibitor activity. AID 1813. inhibition, % (tested at 7.5 µM); in the data active means inhibition above about 60%; inconclusive means no clear call, values can overlap the other calls;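 further: H4 neuroglioblastoma cells stably carrying SNCA 5'UTR luciferase fusion; 0% = DMSO wells and 100% = positive control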
IEC-6 cytotox: counter-screen for KLF5 inhibitors: cytotoxicity in IEC-6 cells; IEC-6 cytotoxicity, luminescence viability; inhibition, % at 5 µM; hit rate 0.78% among 290,000; in the data active means inhibition above about 22%;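 further: 0% = plate median of test compound wells and 100% = cytotoxic reference compound wells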
GSK3beta inhib: blocks human GSK3beta kinase activity. activity score (negative = inhibition), % at 10 µM. hit rate 0.038% among 300,000. AID 2097. GST-GSK3beta kinase, ADP-Glo luminescence, 60 min; hits give low values;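 active means more than half of replicate wells score below -50%, meaning over 50% inhibition versus plate controls; inconclusive means some replicates but at most half score below -50%; inactive means no replicate scores below -50%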;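 further: 0% = median DMSO wells and -100% = median GW8510 positive control wells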
Target sequence (P49841 whole entry, looked up): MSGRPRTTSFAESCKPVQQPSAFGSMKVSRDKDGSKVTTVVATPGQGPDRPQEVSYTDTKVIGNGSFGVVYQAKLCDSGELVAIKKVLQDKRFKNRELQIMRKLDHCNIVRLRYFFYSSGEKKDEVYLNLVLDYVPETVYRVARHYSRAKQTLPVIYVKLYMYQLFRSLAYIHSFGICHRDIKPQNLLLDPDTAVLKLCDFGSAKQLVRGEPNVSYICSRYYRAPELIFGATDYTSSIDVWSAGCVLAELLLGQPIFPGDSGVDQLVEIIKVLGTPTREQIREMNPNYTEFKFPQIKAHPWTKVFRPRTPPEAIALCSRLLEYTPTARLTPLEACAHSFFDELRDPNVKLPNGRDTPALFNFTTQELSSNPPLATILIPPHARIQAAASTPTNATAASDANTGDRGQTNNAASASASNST
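Test system – GST-tagged human GSK3beta kinase, cell-free · Incubation – 60 min enzyme reaction, room temperature · Signal – ADP-Glo luminescence · Also added – peptide substrate and ATP at 25 µM · Controls – DMSO neutral wells and GW8510 at 20 µM as positive · Buffer or medium – Tris/MgCl2 kinase buffer · Measure – Luminescence-derived activity versus plate DMSO and GW8510 wells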
HSF1 inhib: HSF1 inhibition; NIH3T3-HGL HSE-luciferase, MG132-induced, luminescence 8 h; hits give low values; activity change, negative = inhibition, % at 7.5 µM (by protocol); hit rate 0.77% among 300,000;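 active means more than half of replicate wells show activity change below -50%, luminescence cut by over half; inconclusive means some wells, but at most half, below -50%; inactive means no replicate well below -50%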;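 further: luciferase reports HSF-1 transcriptional activity via heat shock element; 0% = median of DMSO wells and -100% = zero luminescence signal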
GSK3 alpha inh: human GSK-3 alpha kinase inhibition | hit rate 0.1% among 320,000 | P49840 | ADP-Glo luminescence, 60 min | inhibition, % at 10 µM;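 in the data active means inhibition above about 50%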;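 further: GST-tagged GSK-3 alpha with peptide substrate and 25 µM ATP; 0% = DMSO neutral wells and 100% = GW8510 positive control wells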
Target sequence (P49840 whole entry, looked up): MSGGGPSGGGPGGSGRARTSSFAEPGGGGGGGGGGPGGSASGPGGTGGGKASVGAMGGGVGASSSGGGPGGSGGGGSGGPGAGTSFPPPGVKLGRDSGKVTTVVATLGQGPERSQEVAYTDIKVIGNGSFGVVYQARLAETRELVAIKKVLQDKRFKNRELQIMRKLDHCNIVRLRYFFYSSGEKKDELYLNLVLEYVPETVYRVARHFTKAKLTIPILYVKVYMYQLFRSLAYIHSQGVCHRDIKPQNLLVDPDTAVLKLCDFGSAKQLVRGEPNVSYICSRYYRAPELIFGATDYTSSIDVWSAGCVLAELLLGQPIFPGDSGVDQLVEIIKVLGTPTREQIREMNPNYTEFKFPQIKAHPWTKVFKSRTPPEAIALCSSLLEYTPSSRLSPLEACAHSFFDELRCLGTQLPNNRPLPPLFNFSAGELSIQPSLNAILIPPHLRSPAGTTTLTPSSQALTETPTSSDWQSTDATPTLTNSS
HSF-1 act: increases HSF-1 driven luciferase reporter signal; NIH3T3-HGL HSF-1 luciferase reporter, MG132, 8 h; 100% = twice DMSO control signal; activation, % at 9 µM; hit rate 1.7% among 300,000;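 active means mean replicate activation of at least 50% with a set share of replicates each reaching 50%; inconclusive means only one of those two conditions met; inactive means mean below 50% and too few replicates reaching it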;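 further: 0% = median of the neutral control wells and 100% = twice that signal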
HSP90 refold inh: inhibitors of HSP90 luciferase refolding in rabbit reticulocyte lysate; hit rate 0.91% among 290,000; inhibition, % at 5.6 µM; luciferase refolding luminescence, 3 h;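 active means inhibition above the screen-wide mean plus 3 SD, computed separately per campaign, cut at about 16% in these data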;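 further: 0% = DMSO wells and 100% = 60 µM geldanamycin wells; inhibitors lower the luminescence because luciferase stays unfolded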
The depositor's hits bear a star; ? = inconclusive; . = no result given. Only part of the results is shown; rates above refer to the full screens.

SMILES	Dyrk1A ADPGlo	KLF5 inh	Platelet DG rel	aSyn UTR inh	IEC-6 cytotox	GSK3beta inhib	HSF1 inhib	GSK3 alpha inh	HSF-1 act	HSP90 refold inh
NC(=O)c1nsc(C(=O)N(c2ccccc2)C(C(=O)NC2CCCC2)c2ccncc2)c1N (stereo unspecified)	4	-11	7	-4	1	2	6	-4	21	1
O=C(Nn1c(-c2ccccc2)nc2ccccc2c1=O)c1ccco1	-2	15	-7	-20	-4	-2	-7	-1	-7	-2
CC(=O)N1CCOc2ccc(S(=O)(=O)N(C)c3cccc(C)c3)cc21	-7	-32	2	-21	1	-1	3	-1	24	3
Cc1ccccc1-c1noc(CCC(=O)NCC2CCCO2)n1 (stereo unspecified)	-5	-20	4	5	3	-8	4	-2	4	1
CN1CCN(c2oc(-c3cccs3)nc2S(=O)(=O)c2ccccc2)CC1	4	12	2	9	5	0	0	2	2	-2
CCOc1ccc(N2C(=O)CCC2=O)cc1	-1	-30	1	17	0	2	4	-2	3	-1
COc1cccc(/C=N/NC(=O)c2[nH]c(C)c(C(=O)N/N=C/c3cccc(OC)c3)c2C)c1	-8	-19	30	15	0	2	-11	-1	-26	-1
Cc1cccc(OCC(=O)NC2CCCC2)c1	1	-21	-1	-18	-2	-5	3	0	10	-4
CCC(=O)N1CCc2cc(S(=O)(=O)NC(C(=O)NC3CCCc4ccccc43)C(C)C)ccc21 (stereo unspecified)	-8	-2	1	11	4	0	5	.	26	5
CC1CC(NC(=O)C2(C)CC2(Cl)Cl)CC(C)(C)C1 (stereo unspecified)	-21	-40	-2	-7	0	1	2	4	-7	-2
CC(=O)c1ccc(NC(=O)CN(C)CC(=O)Nc2cccc(F)c2)cc1	-4	-27	3	-13	2	0	-5	-2	-7	0
Cc1ccc(N2C(=O)C3C4C=CC(CC4)C3C2=O)cc1Br (stereo unspecified)	2	-34	2	26	3	0	-1	-2	4	-1
Cc1ccc(NC(=O)CSc2nnc(Cn3c(=O)sc4ccccc43)n2C)cc1	11	-7	-2	-6	-4	-4	2	-3	16	-2
CC(=O)CCc1oc2ccccc2c1-c1ccccc1	3	-30	-7	-3	3	0	-1	0	17	-2
Cn1c(=O)cc(OCC(=O)NCCCN2CCN(Cc3ccccc3)CC2)c2ccccc21	-1	-10	4	6	-2	2	0	1	4	-1
Cc1c(C(=O)NCc2cccnc2)sc2nc(-c3ccc(F)cc3)cn12	5	-55	10	-144	-1	-1	11	4	6	-3
Cc1cc(NC(C)c2ccccc2)n2ncc(-c3ccccc3)c2n1 (stereo unspecified)	-5	-175	-6	-83	-4	1	16	-2	11	-4
COc1ccc(CN2C(=O)c3ccccc3C2=O)cc1C(=O)Nc1ccc(C)cc1C	6	0	-12	-1	-3	1	-4	.	-8	-1
CC(C)(C)c1nc(C(C)(C)C)c(Br)c(=O)[nH]1	-2	2	9	37	1	1	-2	-4	-12	-5
O=C(O)CN1C(=O)/C(=C\c2cc(Br)ccc2OCc2ccc(Cl)cc2)SC1=S	-3	14	-2	-7	1	2	5	-4	15	0
Cn1c(CNc2cccc(C(F)(F)F)c2)n[nH]c1=S	-4	-6	-1	-2	-2	1	5	0	30	3
Cc1ccccc1OCC(=O)Nc1ccc(C)c(S(=O)(=O)N2CCCCCC2)c1	-2	.	-12	15	.	4	2	.	-3	.
O=C(CSc1ccccc1C(=O)O)NC1CCCCCC1	-6	-25	-11	-5	-1	1	1	-3	-6	-3
COc1ccc(CCNC(=O)COc2ccc(N(C)S(=O)(=O)c3ccc(C)cc3)cc2)cc1	1	-9	0	-4	-2	-3	8	-1	53*	0
CC1=CCC2C(=O)N(CCc3c[nH]c4ccccc34)C(=O)C2C1 (stereo unspecified)	24	-44	-28	-17	1	3	8	1	9	3

(next part)
SMILES	Dyrk1A ADPGlo	KLF5 inh	Platelet DG rel	aSyn UTR inh	IEC-6 cytotox	GSK3beta inhib	HSF1 inhib	GSK3 alpha inh	HSF-1 act	HSP90 refold inh
N#Cc1c(C(F)(F)F)cc(-c2ccco2)nc1SCc1ccccn1	-2	5	4	15	-4	2	7	1	6	5
CCOc1ccc(C(=O)N(Cc2ccccc2)c2cccc(C)c2)cc1OC	-3	-12	9	-24	-2	0	-4	-6	2	-4
CN(Cc1nccs1)C(=O)c1ccc(OC2CCN(Cc3ccccn3)CC2)cc1	.	-16	-15	4	-2	1	-5	0	4	-4
NC(=S)NNC(=O)Nc1cccc(Cl)c1	-2	-6	15	16	2	-2	1	0	1	8
C=CCN1C(=O)CN=C1Nc1ccccc1	3	-46	-7	12	-2	3	6	.	18	0
CCOC(CNc1cc(C)nc2c(-c3ccccc3OC)c(C)nn12)OCC	-1	-17	0	3	4	1	-2	-1	-3	-2
Nn1c(SCC(=O)Nc2ccc(Oc3ccccc3)cc2)nnc1C1CC1	-7	-18	0	.	5	1	.	1	.	4
COc1ccccc1C(=O)c1cc2ccc(O)cc2oc1=O	-2	-16	5	2	-3	-1	-4	1	0	0
O=C(O)CSCC(=O)N1CCN(c2nc3cc(Cl)ccc3s2)CC1	15	-50	3	-8	1	1	5	6	34	2
O=C(Cn1ncc2c([nH]c3ccccc32)c1=O)Nc1cccnc1	2	-2	-5	11	3	0	-3	3	-14	-1
COC(=O)CC1=C(C(=O)OC)C(c2cc(OC)c(OC)cc2OC)C(C#N)=C(N)O1 (stereo unspecified)	8	-28	4	1	1	-3	-4	.	15	-5
COc1ccnc(NCc2cccnc2)c1C#N	-1	-16	-17	-3	-2	-1	-1	1	-22	0
CCOC(=O)c1c(C)[nH]c(C)c1S(=O)(=O)N1CCN(C(=O)c2ccco2)CC1	-6	-19	0	10	-5	0	3	.	7	-5
O=C(CCNS(=O)(=O)c1ccc(Br)cc1)N1CCCCCCC1	7	.	1	2	.	1	2	0	7	.
O=C(O)c1sccc1SCc1ccc(Cl)c(Cl)c1	-10	-11	4	-19	-2	3	6	-5	10	-1
CN1CCN(CCCNC(=O)c2ccc3c(c2)N(Cc2ccc(F)cc2)CCS3)CC1	.	-13	6	2	1	-5	1	2	8	-3
O=C1C2C3C=CC(C3)C2C(=O)N1Cc1cccnc1 (stereo unspecified)	3	-10	3	4	-5	2	-6	-1	-9	-2
C=CCn1c(SCc2c(C)noc2C)nc2sc3c(c2c1=O)CCCC3	-1	13	-2	30	0	5	5	-5	19	4
CCS(=O)(=O)NCC(c1ccco1)N1CCN(c2ccc(F)cc2)CC1 (stereo unspecified)	-7	-11	-6	24	-7	0	-10	-1	1	-4
Cc1ccccc1/C=N/NC(=O)Cc1ccc(Cl)cc1	2	-5	-2	-11	1	2	-1	2	1	0
CCc1nnc(NC(=O)CSc2nnc(-c3c[nH]c4ccccc34)n2CCOC)s1	-1	2	-7	-6	2	3	-6	-5	7	3
Oc1ccccc1C1Nc2cccc3cccc(c23)N1	7	-19	5	2	4	0	-3	-5	-1	-3
COc1ccc(Cl)cc1N(CC(=O)NC1CC2CCC1C2)S(=O)(=O)c1ccccc1 (stereo unspecified)	0	-5	14	32	11	-3	7	0	-11	5
Cc1cc(C)nc(N2CCC(C(=O)NCc3ccccc3F)CC2)n1	-6	-11	-2	14	-5	1	-3	5	6	-10
C#CCOCCOCCOCCNc1nc(N2CCN(C(=O)Cn3cc(CCCCN)nn3)CC2)nc(N2CCN(C(=O)Cn3cc(CC(C)O)nn3)CC2)n1 (stereo unspecified)	3	-5	2	8	5	4	-4	0	0	-5

The results go on:
SMILES	Dyrk1A ADPGlo	KLF5 inh	Platelet DG rel	aSyn UTR inh	IEC-6 cytotox	GSK3beta inhib	HSF1 inhib	GSK3 alpha inh	HSF-1 act	HSP90 refold inh
CC(C)CN1C(=O)c2ccc(C(=O)Nc3ccc(OCC(=O)O)cc3)cc2C1=O	2	-26	-8	8	-1	2	-10	3	-14	2
COc1ccccc1NC(=O)Nc1nn(C)c2cccc(N(C)C)c12	6	-13	-5	25	0	-6	2	4	-16	-5
Nc1ncc(Br)cc1S(=O)(=O)NCCC(=O)NCCc1ccc(Cl)cc1	4	-16	4	20	1	-1	-6	-1	-12	1
CC(NC(=O)C1CCN(S(=O)(=O)c2cccc3cccnc23)CC1)c1ccccc1 (stereo unspecified)	-3	-18	14	20	3	-2	-5	-2	-6	-3
COc1ccccc1/C=C1\SC(=S)N(C(C(=O)O)c2ccccc2)C1=O (stereo unspecified)	-5	-34	7	1	-9	4	-1	-2	-5	1
COc1ccc(C)cc1NC(=O)C(NCC1CCCO1)c1ccccc1 (stereo unspecified)	2	-29	4	12	2	-1	-6	0	2	-4
CC(OC(=O)c1nsc(Cl)c1Cl)C(=O)NCc1ccc2c(c1)OCO2 (stereo unspecified)	-2	0	3	12	2	1	-85*	-2	-88	-1
O=S(=O)(O)c1ccc(SCc2ccccc2)nc1	-9	.	-24	13	.	3	-4	-1	19	.
Cc1cccc(NC(=S)NCc2ccco2)n1	14	-61	9	-2	5	-1	4	0	22	-2
COCCCn1c(=NC(C)=O)c(C#N)cc2c(=O)n3cccc(C)c3nc21	.	-10	-2	14	-6	-1	-12	2	-7	-3
Brc1ccc(CNCC2CCCO2)cc1 (stereo unspecified)	5	-5	2	3	0	7	-3	0	-8	-2
CCC(=O)c1ccc(NC(C)=O)cc1O	.	3	.	.	-1	-2	.	-2	.	4
Cn1nc([N+](=O)[O-])nc1Oc1ccccc1N	-7	-14	-1	4	1	3	8	-2	12	0
COc1ccc(NS(=O)(=O)c2cccc(NC(=O)CCC(=O)c3ccc(Cl)cc3)c2)cc1	3	-15	0	13	-5	3	11	-1	22	-1
COc1cccc(N2C(=O)C3CCCN3C2c2ccc(N(C)C)cc2)c1 (stereo unspecified)	-7	-9	7	-30	-1	2	-4	-5	-9	-3
Cc1ccc(Cn2nnc3c(=O)[nH]c(C4CCN(S(=O)(=O)/C=C/c5ccccc5)CC4)nc32)cc1	-8	-3	-3	27	-1	2	17	-2	?	12
COc1ccc(CC2(C)OC(c3ccncc3)=NN2C(C)=O)cc1 (stereo unspecified)	-12	-6	8	29	1	1	-9	-2	-18	-1
O=C(COc1ccc(-c2ccccc2)cc1)N/N=C/c1cc(O)ccc1Br	-3	1	2	-32	-2	-1	1	0	6	2
c1csc(Cc2nc3ccccc3[nH]2)c1	0	-21	2	-45	1	0	5	0	0	4
Cc1cc(C)cc(CC(Cc2nc3ccccc3[nH]2)c2nc3ccccc3[nH]2)c1 (stereo unspecified)	3	-8	0	-9	1	1	-8	-1	1	3
COc1cccc(NC(=O)C2CCCN2C(=O)Nc2cccc(F)c2)c1 (stereo unspecified)	1	-15	5	8	2	0	3	-5	10	0

Looked up above.
CC(C)CN1C(=O)c2ccc(C(=O)Nc3ccc(OCC(=O)O)cc3)cc2C1=O @ GSK3beta inhib: 2
O=C(O)CSCC(=O)N1CCN(c2nc3cc(Cl)ccc3s2)CC1 @ HSF-1 act: 34
CN(Cc1nccs1)C(=O)c1ccc(OC2CCN(Cc3ccccn3)CC2)cc1 @ Platelet DG rel: -15

Bioassay records deposited in PubChem BioAssay by several laboratories.
